Assay outcomes deposited in PubChem by The Scripps Research Institute Molecular Screening Center.
TTR transcr act: activators of transthyretin transcription; SH-SY5Y TTR promoter Gaussia luciferase, luminescence; 100% = recombinant luciferase protein wells; activation, % at 16.7 µM; actives 1.3% (n = 92,000);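 active = activation above the mean of all tested compounds plus 3 SD, cut at about 9.5% in these data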;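 note: cells exposed to compounds for one day before reading; 0% = median of all test compound wells on the plate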
* hit, by the source's call.

SMILES	TTR transcr act
COc1ccc(S(=O)(=O)Nc2c(C)n(C)n(-c3ccccc3)c2=O)cc1C(=O)O	-2.4
Cc1ccnc(NS(=O)(=O)c2ccc(NC(=O)c3ccc4c(c3)OCCO4)cc2)n1	-0.6
COc1ccc(OC(=O)c2cnc3n(c2=O)CCS3)cc1	0.2
COc1ccc(C(c2nnnn2Cc2cccs2)N2CCC(C(N)=O)CC2)c(OC)c1 (stereo not given)	0.7
Cc1nc(NC(=O)c2cccc(Cl)c2)sc1C(=O)N1CCCCC1	-1.4
CC(=O)Nc1ccc(Nc2nc3c(S(=O)(=O)c4ccc(C)c(C)c4)nnn3c3ccccc23)cc1	2.7
CC(CCc1ccccn1)(CCc1ccccn1)C(=O)c1ccccc1	0.9
COc1ccc(NS(=O)(=O)c2cc(C(=O)N3CCCCCC3)ccc2C)cc1	-0.2
Cc1cc(Nc2ccc(C(=O)O)cc2)nc(N)n1	-0.9
COC(=O)c1cnc(Nc2nc(C(N)c3ccccc3Cl)cs2)nc1C(F)(F)F (stereo not given)	2.5
CCN1C(=O)[C@H]2[C@H]3CN=C(SCc4ccc(C)cc4)N3[C@@](CC)(C(=O)OC)[C@H]2C1=O	1.3
COc1ccc(C(=O)NCC(=O)N/N=C/c2ccc([N+](=O)[O-])s2)cc1OC	-2.9
CN1CCCC(OC(=O)c2cc(Cl)ccc2Cl)C1 (stereo not given)	1.1
CCN1C(=O)[C@H]2[C@@H](c3ccc(OC)cc3)N[C@]3(CCCN(Cc4ccc(C(F)(F)F)cc4)C3=O)[C@H]2C1=O	0.1
O=c1[nH]c(CN2CCN(S(=O)(=O)c3cccs3)CC2)nc2c(Br)cc(Br)cc12	1.1
COc1ccc(S(=O)(=O)N2CCCC(C(=O)O)C2)cc1Cl (stereo not given)	-1.0
OC1c2cc(Cl)ccc2-c2c(Cl)cc(Cl)cc21 (stereo not given)	0.2
COc1ccc(-n2cnc3cc(C(=O)NCCN4CCOCC4)ccc32)cc1	1.9
Nc1ccn([C@@H]2O[C@H](CNCc3cnc(N4CCOCC4)s3)[C@@H](O)[C@H]2O)c(=O)n1	-0.6
Cc1nn(-c2cc(N3CCCCC3)ccc2[N+](=O)[O-])c(=O)c2ccccc12	4.1
COc1cc(CC(=O)OCC(=O)Nc2sccc2C(N)=O)cc(OC)c1OC	-4.1
COc1cc2c(oc(=O)c3cc(C)cc(OC)c32)c2c(C3OC(C)C(O)C(C)(O)C3O)ccc(O)c12 (stereo not given)	-1.6
CCOC(=O)c1sc(NNC(=O)c2ccc(F)cc2)nc1C	-2.2
COCCN(CCOC)S(=O)(=O)c1ccc(C(=O)Nc2nnc(CSC)o2)cc1	1.7
CC1C(C#N)=C(N)OC2=C1C(=O)CC(c1ccccc1)C2 (stereo not given)	15*
Cc1cccc(NC(=O)c2sc(NC(=O)COc3ccccc3)c(C#N)c2C)c1C	2.3
CN(Cc1ccccc1)C(=O)c1cccc(NC(=O)Cc2ccc(NC(=O)C3CCCN(C(=O)C4CCCCC4)C3)cc2)c1 (stereo not given)	-3.4
Cc1cc(C)c(S(=O)(=O)c2cccc(Br)c2C)c(=O)[nH]1	1.9
COc1ccc(Br)cc1CN(C)CC(O)COc1ccc(Br)cc1 (stereo not given)	0.9
COc1ccc2c(c1)NC(c1ccc(N(C)C)cc1)c1cccn1-2 (stereo not given)	-2.7
CCOC(=O)C1=C(C)NC(=O)NC1c1ccc(Cl)cc1Cl (stereo not given)	-1.1
NC(=O)c1c(N)[nH]c(C(=O)c2ccccc2)c1-c1cccc2ccccc12	3.4
NS(=O)(=O)c1cccc(NC(=O)COC(=O)c2ccccc2SCC(=O)N2CCCC2)c1	-1.2
Cc1nc(-c2nc(-c3c(C(=O)NNC(=O)Nc4cccc(Cl)c4)noc3C)cs2)cs1	-3.0
COc1ccccc1NS(=O)(=O)c1cccc(C(=O)NNC(=O)C(C)NC(=O)c2ccco2)c1 (stereo not given)	0.8
CCOC(=O)c1cccc(N2C(=O)Nc3ccccc3N2O)c1	1.0
Cc1cc(/C=C2/C(=N)N3C(=NC2=O)SN=C3S(C)(=O)=O)c(C)n1-c1ccccc1	-0.9
C=CCn1c(O)c(N=NC(=S)Nc2cccc(C)c2)c2ccccc21	-2.1
N#C/C(=C\c1cccnc1)C(=O)Nc1ccc(Cl)cc1	-0.1
O=c1ccc2ccc(O[C@@H]3O[C@H](CO)[C@@H](O)[C@H](O)[C@H]3O)c(O)c2o1	-2.9
CCCCCC(=O)NC(=S)Nc1ccc(Br)cc1C	7.0
COCCNC(=O)C1(C)CCCN(C(=O)c2cccc(C(F)(F)F)c2)C1 (stereo not given)	-0.6
COc1ccc(Cl)cc1NC(=O)c1cc(-c2ccccc2)on1	12*
CC(=O)c1cccc(NC(=O)CNC(=O)Cc2ccccc2)c1	1.3
C#CCOCCOCCOCCNc1nc(N2CCOCC2)nc(N2CCN(C(=O)[C@H]([C@@H](C)CC)n3cc(CCCN=C(N)N)nn3)CC2)n1	3.9

Single entries from the entries so far:
Cc1cc(/C=C2/C(=N)N3C(=NC2=O)SN=C3S(C)(=O)=O)c(C)n1-c1ccccc1 – TTR transcr act = -0.9
CC(=O)c1cccc(NC(=O)CNC(=O)Cc2ccccc2)c1 – TTR transcr act = 1.3
CCCCCC(=O)NC(=S)Nc1ccc(Br)cc1C – TTR transcr act = 7.0
NC(=O)c1c(N)[nH]c(C(=O)c2ccccc2)c1-c1cccc2ccccc12 – TTR transcr act = 3.4

In another format: results already given.
| canonical_smiles | TTR transcr act |
| --- | --- |
| Cc1cc(/C=C2/C(=N)N3C(=NC2=O)SN=C3S(C)(=O)=O)c(C)n1-c1ccccc1 | -0.9 |
| C=CCn1c(O)c(N=NC(=S)Nc2cccc(C)c2)c2ccccc21 | -2.1 |

(cont.)
SMILES	TTR transcr act
COc1ccc(-n2c(Cc3cccn3C)nnc2SCC(=O)Nc2cccc(NC(C)=O)c2)cc1	-0.4
O=C(CN1CCCCC1)Nc1ccc(C(F)(F)F)cc1Cl	3.0
N#C/C(=C\c1cn(CCOc2ccccc2F)c2ccccc12)C(=O)NCc1cccs1	3.3
CCc1ccc(N2CC(C(=O)Nc3ccc4c(c3)OCCO4)CC2=O)cc1 (stereo not given)	-0.6
Nc1n[nH]c(C2CC2)c1N=Nc1ccc(Cl)c(Cl)c1	-0.8
CCC1CCCCN1CC(=O)Nc1cc(C)nn1-c1nc(C)cc(C)n1 (stereo not given)	-0.8
COc1ccc2oc(=O)c(/C(C)=N/Nc3nc(-c4cc(C)ccc4C)cs3)cc2c1	1.0
COc1ccc(/C(C)=N/NC(=O)CNC(=O)/C=C\c2ccco2)cc1	-0.2
CCN1CCN(C(=O)N2CCOCC2)CC1	3.2
NCCCC[C@@H](C(=O)N1CCNCC1)n1cc(CN)nn1	1.9
COc1ccc(-c2cc(C(F)(F)F)n3ncc(C(=O)N4CCc5ccccc5C4)c3n2)cc1	-0.8
Cc1ccc(NC(=O)c2ncn(CCCN(C)CCc3ccccn3)n2)cc1C	1.5
O=C(N/N=C/c1ccc(OCc2cnc(Cl)s2)cc1)c1ccncc1	-1.2
CC#CC[N+](C)(C)CCCCCC	5.2
CCOc1ccc(-c2ccc(SCC)nn2)cc1	-3.3
O=S(=O)(c1ccccc1)N1CCN(Cc2ccccc2)c2ccccc21	0.0
CCOc1ccc(NC(=O)C(=O)N/N=C/c2cccnc2)cc1	0.9
NC(=NCCc1ccccc1)NS(=O)(=O)c1cccs1	19*
Cn1nc(C(=O)NNC(=O)c2cccc(Cl)c2)ccc1=O	0.8
COc1cccc(OC)c1C(=O)Nc1ccccc1Sc1ccccc1	-0.6
CCC(C)N1C(=O)N(C)C2NC(=O)NC21 (stereo not given)	2.1
Cc1cccc(C(=O)NNC(=O)c2ccc(F)cc2)c1	-0.4
Cc1cc(C)nc(SCC(=O)c2ccc(O)cc2O)n1	-1.4
CC1Cc2ccccc2N1S(=O)(=O)c1cccc(C(=O)NCc2ccco2)c1 (stereo not given)	2.2
CCOC(=O)c1cc(OC(=O)c2ccccc2OC)n(-c2ccccc2)n1	4.5
CN(Cc1cccc(C(F)(F)F)c1)C(=O)C1CCC(=O)N(CC2CCCCC2)C1 (stereo not given)	-1.3
Cc1c(C(=O)NC(=S)Nc2ccc(NC(=O)c3cccs3)cc2)oc2ccccc12	-0.5
C#CCOCCOCCOCCNc1nc(N2CCN(C(=O)[C@H]([C@@H](C)O)n3cc(CCCCN)nn3)CC2)nc(N2CCN(C(=O)[C@H](C)n3cc(CCC(=O)O)nn3)CC2)n1	-0.8
COc1ccc(C(=O)Nc2sc(C)c(-c3ccccc3)c2C#N)cc1OC	-1.9
O=C(NCc1n[nH]c(=S)n1-c1cccc(Cl)c1)c1ccc(S(=O)(=O)N2CCCC2)cc1	-2.0
CCn1c(O)c(C=NCc2cccs2)c(=O)n(CC)c1=S	0.1
COc1cccc(-c2noc(C3CCCN(S(=O)(=O)c4cccc(Cl)c4C)C3)n2)c1 (stereo not given)	-1.1
NC(=O)c1oc2ccccc2c1NC(=O)c1ccc(F)cc1	1.2
O=C(CSc1nnc(Cc2ccccc2)o1)c1ccc(F)cc1	-0.9
CC(NC(=O)c1ccccc1)C(=O)OCC(=O)c1c(N)n(C)c(=O)n(C)c1=O (stereo not given)	1.2
CC1(C)SC2c3ccccc3C(=O)N2C1C(=O)O (stereo not given)	-1.2
CC1CN(c2ccc([N+](=O)[O-])cn2)CC(C)O1 (stereo not given)	-0.9
Cc1cc(C)nc(NC(=O)/C=C/c2ccc(Cl)cc2)n1	2.9
O=C(Cc1ccccc1)c1ccc(O)cc1O	-1.1
CCOC1=C/C(=C/c2c(N)n3nc(S(=O)(=O)CC)sc3nc2=O)C=CC1=O	0.7
S=C1CCC(c2ccc(Cl)cc2)=NN1c1ccccc1	0.2
CC(C)(C)S(=O)(=O)c1nc2ccccc2s1	-0.6
O=c1[nH]cc(COCc2ccccc2)c(=O)[nH]1	2.3
CCOC(=O)C1C(=O)CC(C)(O)C(C(=O)OCC)C1c1cc(Br)ccc1OC (stereo not given)	3.9
COCC(=O)N(c1ccc(C(C)C)cc1)C1C=CS(=O)(=O)C1 (stereo not given)	-0.3
CCOC(=O)CN1C(=O)N[C@@H](c2ccco2)C(C(=O)OC)=C1C	9.5
CC1(C)Cc2c(c(N3CCOCC3)nc3sc(C(=O)Nc4ccc(Cl)cc4)c(N)c23)CO1	-0.6
Cc1ccc(CNC(=O)COC(=O)CCC(=O)c2cccs2)cc1	2.2
O=C1c2ccccc2N(Cc2ccc(Cl)cc2)C2=NCCN12	7.4
COc1ccc(C(=O)NCC(c2ccco2)N2CCCCC2)cc1S(=O)(=O)Nc1ccc(C)cc1 (stereo not given)	-0.2
COc1ccc(S(=O)(=O)n2nc(OC(=O)c3ccc(C)cc3)cc2N)cc1	0.6
O=C(O)c1nccnc1C(=O)Nc1ccc(S(=O)(=O)N2CCOCC2)cc1	-1.0
CCN1CCN(c2cc(N3CCc4ccccc4C3)c(F)cc2[N+](=O)[O-])CC1	-1.5
COc1ccc(NC(=O)CN2CCC(C)CC2)cc1	0.1
Cc1nc2ccc(Br)cn2c1NC(C)(C)C	-0.6
Cc1c(C(=O)NCCN(C)C)oc2ccc(S(=O)(=O)N3CCCC3)cc12	1.7
CC1=C(C(=O)OC2CCCC2)C(c2coc3ccccc3c2=O)C2=C(CCCC2=O)N1 (stereo not given)	-0.5
O=C(O)CCn1c(=O)sc2ccccc21	0.3
C=CCNC(=O)c1ccc2c3n(nc2c1)-c1ccc(C)cc1CO3	0.6
CC(C)Nc1nc2ccccc2c(=O)[nH]1	-1.1

An excerpt from above in order of number of heavy atoms, smallest number first.
SMILES	TTR transcr act
Cc1nc2ccc(Br)cn2c1NC(C)(C)C	-0.6
CCOC(=O)CN1C(=O)N[C@@H](c2ccco2)C(C(=O)OC)=C1C	9.5
Cc1c(C(=O)NCCN(C)C)oc2ccc(S(=O)(=O)N3CCCC3)cc12	1.7

(list continues)
SMILES	TTR transcr act
C[C@@H](NCCCn1cnc2c(OCc3ccccc3)ncnc21)c1cccc2ccccc12	1.2
Cc1ccc(Cl)c(NC(=O)COC(=O)c2ccccc2C(=O)c2ccc(Cl)c([N+](=O)[O-])c2)c1Cl	-1.3
Cc1ccccc1S(=O)(=O)N1C[C@H]2CON(C)[C@H]2C[C@H]1c1cccc(N2CCOCC2)c1	3.9
COc1ccc(S(=O)(=O)N[C@@H](Cc2ccccc2)C(=O)N2CC[C@@]3(O)CCCC[C@H]3C2)cc1	2.0
Cc1nc(=O)c(-c2ccccc2)c(C)n1-c1ccccc1C(=O)O	0.6
CN(CC(=O)NCc1ccccc1Cl)S(=O)(=O)c1ccc2c(c1)n(C)c(=O)c(=O)n2C	4.9
Cc1cc(C(=O)NCc2csc(-c3ccccc3)n2)no1	3.0
NNC(=S)Nc1ccccc1Cl	-2.4
CC(C)(C)NC(=O)NC(=O)CN1CCN(C(c2ccccc2)c2ccccc2)CC1	-2.5
CCOC(=O)c1cc(C)sc1NC(=O)CSc1nnnn1C	6.2
O=C(NCCNC(=O)c1ccc([N+](=O)[O-])cc1)c1ccncc1	1.7
CCn1c(=O)c(C(=O)Nc2ccccc2)c(O)c2ccccc21	0.4
CCn1c(SCC(=O)Nc2ccc(N3CCOCC3)c(Cl)c2)nnc1-c1ccc(N)cc1	-2.8
Nc1c(S(=O)(=O)c2ccccc2)nnn1-c1ccccc1	-0.4
Cc1ccc(S(=O)(=O)N2CCC(=O)N(C(COC(=O)Nc3ccccc3)Cc3ccccc3)CC2)cc1 (stereo not given)	-2.4
Cc1cn(C(C)C)c(=O)n(-c2ccccc2)c1=O	4.4
O=C(CN(C(=O)c1csnn1)c1cccc(Cl)c1)NC1CCCCC1	0.7
CS(=O)(=O)N(CC(=O)N1CCCC1)c1cc(C(F)(F)F)ccc1Cl	-0.8
Cc1ccc(-c2nc(NC(=O)c3cc(C(C)(C)C)nn3C)sc2C)cc1Cl	3.6

Shown as a hit in TTR transcr act, among the entries above:
SMILES	TTR transcr act
CC1C(C#N)=C(N)OC2=C1C(=O)CC(c1ccccc1)C2 (stereo not given)	15*
COc1ccc(Cl)cc1NC(=O)c1cc(-c2ccccc2)on1	12*
NC(=NCCc1ccccc1)NS(=O)(=O)c1cccs1	19*

An excerpt; rates above refer to the full screens.
